CHT block: inhibits the human high affinity choline transporter; B-score at 10 µM; CHT-expressing cells, membrane potential dye, choline response; hits give low values; AID 488975; 0.86% of 310,000 active; Q9GZV3;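 active = B-score over 3 SD under the library average, and starting fluorescence ratio not unusually high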;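 also: choline stimulus applied at its EC90 after an EC20 pre-addition; B-score computed on integrated fluorescence ratio after choline addition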
Kir21 inh: blocks the mouse Kir2.1 inward-rectifier potassium channel. P35561. AID 1672. 0.85% of 310,000 active. B-score at 10 µM. HEK293-Kir2.1, FluxOR thallium flux fluorescence; hits give low values;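 active = fluorescence ratio B-score at or below minus 3 SD of library scores, with starting-brightness B-score within 2 SD, cut at about -4.2 in these data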;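 also: channel flux triggered by added potassium and thallium sulfate stimulus; B-score of peak minus minimum fluorescence over baseline after thallium stimulus; more negative B-score means stronger Kir2.1 block with less thallium influx; some compounds called inactive have numbers as strong as hits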
KCNQ2 inh: KCNQ2 channel blockers in CHO-K1 cells – cell-based, FluxOR thallium flux, B-score, primary screen (AID 2156); 20 min; hits give low values; B-score at 10 µM; 1.1% of 310,000 active; O88943;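 active = fluorescence ratio B-score at most minus 3 library SDs, with starting brightness B-score within 2 library SDs, cut at about -5.5 in these data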
Target sequence (O88943 whole entry, looked up): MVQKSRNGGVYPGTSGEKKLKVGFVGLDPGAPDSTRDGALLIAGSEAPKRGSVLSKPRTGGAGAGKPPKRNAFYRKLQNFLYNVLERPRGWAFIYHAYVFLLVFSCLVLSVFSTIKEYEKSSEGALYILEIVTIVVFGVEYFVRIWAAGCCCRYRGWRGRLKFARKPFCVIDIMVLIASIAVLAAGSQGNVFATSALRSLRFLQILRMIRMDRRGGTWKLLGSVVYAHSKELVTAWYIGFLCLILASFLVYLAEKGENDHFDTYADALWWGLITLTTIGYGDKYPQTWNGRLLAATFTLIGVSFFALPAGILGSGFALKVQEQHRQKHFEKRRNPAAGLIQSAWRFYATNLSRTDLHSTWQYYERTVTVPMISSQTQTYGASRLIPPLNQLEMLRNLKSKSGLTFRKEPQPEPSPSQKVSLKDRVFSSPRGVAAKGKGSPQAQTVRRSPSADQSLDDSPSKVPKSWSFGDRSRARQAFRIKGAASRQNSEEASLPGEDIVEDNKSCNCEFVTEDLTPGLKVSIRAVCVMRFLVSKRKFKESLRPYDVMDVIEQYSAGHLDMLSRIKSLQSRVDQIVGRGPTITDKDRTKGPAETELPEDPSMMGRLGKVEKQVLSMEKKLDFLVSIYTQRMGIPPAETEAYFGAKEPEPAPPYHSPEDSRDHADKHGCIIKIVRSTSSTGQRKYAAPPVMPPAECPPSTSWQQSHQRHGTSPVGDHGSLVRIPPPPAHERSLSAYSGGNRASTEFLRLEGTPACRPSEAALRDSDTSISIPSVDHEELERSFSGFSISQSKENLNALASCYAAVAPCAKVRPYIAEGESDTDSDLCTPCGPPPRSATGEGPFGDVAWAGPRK
An asterisk follows results filed as active; i = inactive; x = no result given.

entry | CHT block | Kir21 inh | KCNQ2 inh | SMILES
1 | x | 0.84 | i | CCn1cc(C(=O)NN)c(=O)c2cc(F)c(NC3CCCCC3)cc21
2 | i | 1.19 | i | CCOc1ccc(OCCC(=O)OCC(=O)NCc2ccc(Cl)cc2)cc1
3 | i | 0 | i | Cc1cc(C)n(-c2ccc(C(=O)OCC(=O)NCc3ccc(F)cc3)cc2)n1
4 | i | 0.5 | i | O=C(Nc1ccc(NC(=O)N2CCN(c3ccccc3O)CC2)cc1)N1CCN(c2ccccc2O)CC1
5 | i | -0.62 | i | O=S(=O)(c1cccc(-c2nc3ccccc3s2)c1)N1CCCC1
6 | i | 0.75 | i | COc1ccccc1NC(=O)CCNC(=O)c1ccc(C)cc1
7 | i | -1.5 | i | Cc1cc(=O)oc(C)c1C(=O)OCC(=O)c1ccccc1
8 | i | -0.94 | i | CC(C)Cc1nnc(NC(=O)CCc2ccccc2)s1
9 | i | 0.01 | i | CCOC(=O)C1=C(C)N=c2s/c(=C\c3cc(OC)c(OC)c(OC)c3)c(=O)n2C1/C=C/c1ccccc1 (stereo unspecified)
10 | i | 0.2 | i | CC1(C)CC(=O)C=C(NC2CCCCCCC2)C1
11 | i | 1.05 | i | O=C(Nc1nc(-c2ccccn2)cs1)C1CC1
12 | i | 2.05 | i | COc1ccc(C(=O)C2CCN(C(=O)c3ccc(C)cc3)CC2)cc1
13 | i | 0.18 | i | COC(=O)Nc1nnc(-c2ccc(OC)cc2)s1
14 | i | -1.91 | i | Cc1c2ccccc2nc2c(F)c(N(C)C)c(F)c(F)c12
15 | i | -0.51 | i | COc1ccc(Nc2oc(COc3ccc(OC)cc3)nc2C#N)cc1
16 | i | 0.47 | i | CCC(Sc1nnc(C)s1)C(=O)Nc1nccs1 (stereo unspecified)
17 | i | 0.18 | i | Cc1ccnc(SCC(=O)N2CCN(c3cccc(Cl)c3)CC2)n1
18 | i | 0.19 | i | Cc1ncc([N+](=O)[O-])n1CC(=O)Nc1ccc(F)cc1F
19 | i | 0.75 | i | CCN(CC(=O)NCc1ccc(Cl)cc1)C(=O)c1ccc(S(=O)(=O)N(C)C)cc1
20 | i | -0.57 | i | Cc1cc(-c2c(C)n([O-])c(C)c(C)[n+]2=O)ccc1F
21 | -5* | -1.04 | i | COc1ccc(C(=O)N2CCCCCC2)cc1OC1CCN(C(C)C)CC1
22 | i | -0.35 | i | O=C1C2CCCN2c2ccc(S(=O)(=O)N3CCOCC3)cc2N1Cc1ccccc1F (stereo unspecified)
23 | i | 0.01 | i | O=C(c1cccs1)N(c1ccc(Br)cc1)C1C=CS(=O)(=O)C1 (stereo unspecified)
24 | i | -0.58 | i | COc1ccc(CNC(=O)CN(C(=O)CCC(=O)Nc2nccs2)c2ccccc2C)cc1
25 | i | -0.03 | i | COC(=O)C1=C(C)N(CCCC(=O)O)C(=O)NC1c1ccccc1OS(=O)(=O)c1ccc([N+](=O)[O-])cc1 (stereo unspecified)
26 | i | 0.46 | i | Clc1cccc(Cc2ccc(Cl)nn2)c1
27 | i | -1.18 | i | CCc1nnc(NC(=O)c2nc(S(=O)(=O)Cc3ccccc3)ncc2Cl)s1
28 | i | -0.16 | i | Cc1cccc(NC(=S)N2CCN(C(=O)c3ccco3)CC2)c1C
29 | i | -0.24 | i | COC(=O)c1cccc(N(CC(=O)NCC2CCCO2)C(=O)CCC(=O)Nc2cc(C)on2)c1 (stereo unspecified)
30 | i | 2.27 | i | Cc1ccc(Cn2c(C)c3cnn(CC(=O)NC4CCCC4)c(=O)c3c2C)cc1
31 | i | -0.31 | i | CN1CCN(Cc2nc(N)nc(Nc3ccc4c(c3)OCCO4)n2)CC1
32 | i | 2.69 | i | COc1ccccc1C1=NN(C(=O)c2ccccc2)C(c2ccc(Br)cc2)C1 (stereo unspecified)
33 | i | -0.36 | i | CC(=O)NC(Cc1c[nH]c2ccccc12)C(=O)NCc1ccco1 (stereo unspecified)
34 | i | -0.39 | i | COc1ccccc1C(=O)NC(C)c1ccc(-n2ccnc2)cc1 (stereo unspecified)
35 | i | 1.52 | i | COCCNC(=O)Cc1c(C)c2cc3c(cc2oc1=O)OC(C)(C)CC3
36 | i | -1.47 | i | CSc1nc2ccc(NS(=O)(=O)c3ccc([N+](=O)[O-])cc3)cc2s1
37 | i | -1.07 | i | COc1cc(/C(C)=N/NC(=O)Cc2c(C)[nH][nH]c2=O)ccc1O
38 | i | 1.27 | i | Cc1[nH]n(-c2ccccc2)c(=O)c1/C=N/c1ccccn1
39 | i | -0.88 | i | Cc1cc2oc(=O)cc(CN3CCN(S(=O)(=O)c4cccs4)CC3)c2cc1C(C)C
40 | i | -0.28 | i | CCOC(=O)c1[nH]c(C)c(C(=O)N(CC)CC)c1C
41 | i | 0.69 | i | CCOC(=O)CNC(=O)/C=C/c1c(Cl)cccc1Cl
42 | i | 1.39 | i | CC(C)OC(=O)c1cccc2c1C(=O)c1ccccc1-2
43 | i | -0.14 | i | O=C(CCNC(=O)c1ccccc1Cl)Nc1ccc(Br)c(C(F)(F)F)c1
44 | i | -0.8 | i | Brc1ccc(COc2cccc3cccnc23)cc1
45 | i | -1.64 | i | COc1ccccc1C(=O)NCCn1cc(SCC(=O)Nc2cc(C)on2)c2ccccc21
46 | x | -0.75 | i | CCc1nnc(SCc2ccc(CSc3nnc(CC)n3N)cc2)n1N
47 | i | 0.28 | i | Cc1ccccc1C(=O)N1CCN(c2ccc(NC(=O)c3ccccc3[N+](=O)[O-])cc2)CC1
48 | i | -0.07 | i | CSc1nc(SCC(=O)NC(c2ccccc2)c2ccccc2)c2c3c(sc2n1)CN(C)CC3
49 | i | 0.08 | i | COc1ccc(C(=O)NCc2cn3ccccc3n2)cc1
50 | i | 1.48 | i | COc1cc(C2C(C#N)=C(N)N(c3cccnc3)C3=C2C(=O)CC(C)(C)C3)ccc1O (stereo unspecified)
51 | x | 0.98 | i | CCc1nn(CC(=O)N2CCN(Cc3ccc4c(c3)OCO4)CC2)c(=O)c2cc3occc3n12
52 | i | -0.74 | i | CCOc1ccccc1NC(=O)CSc1nc(=O)n(CCCN2CCOCC2)c2c1CCC2
53 | i | -0.13 | i | N#Cc1c(-c2ccc(Cl)cc2Cl)nc2n(c1=O)CCS2
54 | i | 0.32 | i | Cc1ccccc1-c1nc(C(=O)NCC2CCCO2)cc2c1[nH]c1ccccc12 (stereo unspecified)
55 | i | -0.01 | i | CCOc1ccccc1OCCOc1cccc(C(F)(F)F)c1
56 | i | 0.7 | i | CC(=O)NC1C(OC(=O)/C=C/c2ccccc2)OC(COC(C)=O)C(OC(C)=O)C1OC(C)=O (stereo unspecified)

The listing continues:
entry | CHT block | Kir21 inh | KCNQ2 inh | SMILES
57 | i | -0.67 | i | Nc1cccc2c1C(=O)N(C(=O)/C=C/c1cccc(F)c1)C2=O
58 | i | 0.33 | i | O=C(CC1C(=O)NCCN1Cc1ccc(-c2ccccc2)cc1)NC1CCC1 (stereo unspecified)
59 | i | 0.33 | i | CSc1nc(C)c(CCOC(=O)c2cccc(C)c2)c(=O)[nH]1
60 | i | -0.19 | -6.24* | CC(C)(C)C(=O)Cn1c(=N)n(Cc2ccccc2)c2ccccc21
61 | i | 0.9 | i | COc1ccccc1NC(=O)CSc1nnc(CNC(=O)c2cccs2)o1
62 | i | 0.12 | i | CC[n+]1cc(-c2ccccc2)nc(N2CCOCC2)n1
63 | i | -0.42 | i | Cc1cc(C)c2oc(C(=O)N3CCN(C)CC3)cc(=O)c2c1
64 | i | 0.31 | i | Cc1nn(-c2ccc(F)cc2)c(Cl)c1/C=C(\CC(=O)O)c1nc2ccccc2s1
65 | i | -0.53 | i | NC(=O)[C@H]1CC2(CC(c3cccc(NC(=O)c4ccccc4)c3)=NO2)CN1C(=O)[C@H]1CCC(=O)N1 (stereo partly specified)
66 | i | 0.03 | i | O=C(c1sc2cc([N+](=O)[O-])ccc2c1Cl)N1CCCCC1
67 | i | -1.13 | i | Cc1cccc(S(=O)(=O)NC2CCCCCCC2)c1
68 | i | -0.94 | i | O=C(c1ccco1)N1CCN(C(=O)C2CC(=O)N(c3ccccc3)C2)CC1 (stereo unspecified)
69 | i | 0.05 | i | COc1cc(/C=C/C(=O)OC(C)C(=O)NC2CCCCC2C)cc(Cl)c1OC (stereo unspecified)
70 | i | -0.46 | i | Cn1c(=O)c2c(nc(N3CCOCC3)n2CCCNC2=NCCCCC2)n(C)c1=O
71 | i | -1.43 | i | CCOC(=O)C(C)(C)NS(=O)(=O)c1ccc(Cl)c([N+](=O)[O-])c1
72 | x | -0.47 | i | COCCCNC(=S)NNC(=O)C1CC1c1ccc(C(C)(C)C)cc1 (stereo unspecified)
73 | i | -0.07 | i | CC(=O)c1cccc(NC(=O)CCS(=O)(=O)c2cccc3nsnc23)c1
74 | i | -0.42 | i | CCCc1nc2ccccc2c(C(=O)OC2CCOC2=O)c1CC (stereo unspecified)
75 | i | 0.74 | i | CC(C)Oc1ccc(C(=O)NC(=S)N2CCOCC2)cc1
76 | i | 0.58 | i | CCSc1nnc(-c2cccc(S(=O)(=O)N(C)C)c2)n1-c1cc(OC)ccc1OC
77 | i | 0.16 | i | CCOc1ccc(CN2CCN(Cc3cc4c(cc3Cl)OCO4)CC2CCO)cc1 (stereo unspecified)
78 | i | -0.09 | i | COc1ccc(Nc2nc(N3CCOCC3)nc(N3CCOCC3)n2)cc1Cl
79 | i | 0.33 | i | O=C(CSc1nc2c(sc3ccccc32)c(=O)n1CCCN1CCOCC1)NCC1CCCO1 (stereo unspecified)
80 | i | 0.06 | i | CCC(=O)Nc1ccc(Oc2ccc(NC(=O)CC)c(NC(=O)CC)c2)cc1
81 | i | -2.22 | i | CCc1nc2ccc(C(=O)N3CCN(c4ccc([N+](=O)[O-])cc4)CC3)cc2nc1CC
82 | i | 1.25 | i | COC(=O)C1=C(C)N=c2s/c(=C/c3cccs3)c(=O)n2C1c1cccs1 (stereo unspecified)
83 | i | -0.95 | i | Cc1ccc(-c2noc(C3CCCN(C(=O)c4ccc(C(C)(C)C)cc4)C3)n2)o1 (stereo unspecified)
84 | i | -1.51 | i | COc1cc(C)c(/C=C(\C#N)C(=O)Nc2ccc(C)cc2)cc1C(C)C
85 | i | 1.31 | i | CNC(=O)/C(C#N)=C/c1c(N2CCN(c3ccccc3)CC2)nc2c(C)cccn2c1=O
86 | i | 0.63 | i | Cc1ccc(C)c(NC(=O)Cc2ccc(S(=O)(=O)N3CCCCC3)s2)c1
87 | i | 1.13 | i | COc1ccc(NC(=O)C/C(C)=N/NC(=O)c2ccncc2)c([N+](=O)[O-])c1
88 | i | -1.76 | i | C=CCn1c(C)nc2ccccc2c1=O
89 | i | 0.56 | i | COc1ccc(OCCCC(=O)OCC(=O)Nc2c(C)nn(-c3ccccc3)c2C)cc1
90 | i | 1.13 | i | Cc1cccc(-n2cnc3c(sc4nc(N5CCOCC5)c5c(c43)CCCC5)c2=O)c1
91 | i | -0.03 | i | COc1ccc(OCC(=O)NNC(=O)Nc2cccc(Cl)c2)cc1
92 | i | 0 | i | O=C(CN1C(=O)NC2(CCCCC2)C1=O)Nc1cc(C(F)(F)F)ccc1N1CCCCC1
93 | i | 0.05 | i | CCc1cc2c(=O)c(-c3ccc(F)cc3)c(C)oc2cc1OCC(=O)O
94 | i | 1.57 | i | Cc1csc(Nc2ccccc2)[n+]1C
95 | i | 0.23 | i | CCN(CC)S(=O)(=O)c1ccc(OCC(=O)NCc2ccco2)cc1
96 | i | -0.43 | i | c1ccc(-c2nc(-c3ccc(-c4ccon4)s3)no2)cc1
97 | i | 0.66 | i | O=C(CCC(=O)Nc1ccccc1)NNC(=O)CCc1ccccc1
98 | i | 0.25 | i | CCc1ccc(CN2CCC(C(=O)Nc3ccc(Oc4ccccc4)nc3)CC2)o1
99 | i | 0.06 | i | Cc1c(C2C(C#N)=C(N)OC3=C2C(=O)CCC3)cnn1C (stereo unspecified)
100 | i | -0.62 | i | Cc1nn(CC(=O)NCc2ccccc2)c(=O)c2cccn12
101 | i | -1.19 | i | O=c1[nH]c(/C=C\c2cccnc2)c([N+](=O)[O-])c(=O)[nH]1
102 | i | 0 | i | CC1CCCC(C)N1NC(=S)Nc1ccc(OC(F)F)cc1 (stereo unspecified)
103 | i | -0.33 | i | O=C(COc1coc(CN2CCCc3ccccc32)cc1=O)Nc1cccc([N+](=O)[O-])c1
104 | i | -0.13 | i | O=C(/C=C/c1ccco1)NCC1COc2ccccc2O1 (stereo unspecified)
105 | i | 0.39 | i | COC(=O)c1cnn(C(=O)c2cc(OC)ccc2Br)c1N
106 | i | -0.05 | i | O=C(O)CSC12CC3CC(C1)CC(C(=O)O)(C3)C2
107 | i | 1.49 | i | CNc1oc(-c2ccccc2Cl)nc1C#N
108 | i | 0.93 | i | CCC1CCCCN1C(=O)NC(=O)c1ccccc1 (stereo unspecified)
109 | i | -0.18 | i | COc1cccc(C2CC(c3ccccc3C)n3nc(N)nc3N2)c1 (stereo unspecified)
110 | i | 2.32 | i | Cc1ccc(NS(=O)(=O)c2ccc3c(c2)NC(=O)CC(=O)N3)cc1C
111 | -5.95* | 0.96 | i | CCN(CC)c1ccc(/C=N/NC(=O)c2cnccn2)c(O)c1

High-throughput results (PubChem)
